Bioassay records (PubChem)
VP16 counter = inhibits Gal4-VP16 luciferase reporter, ROR gamma counter-screen; Drosophila S2 Gal4-VP16 UAS-luciferase, luminescence, 20 h; Potency, µM (highest dose often 53.6 µM), inactives show at the top dose activity, negative = inhibition, most hits filed as inhibitors; 3.5% of 310,000 active;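 note: Gal4-VP16 expression switched on by copper sulfate through the metallothionein promoter; potency is the fitted concentration of half-maximal effect; % is set by controls: 0 for no effect and ±100 for the full control effect; nearly all actives have a fitted effect of over 50% in size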
Giardia kill = Giardia lamblia killing; Giardia lamblia trophozoite viability; activity change, % at 7.66 µM, hits read low; 0.15% of 340,000 active; AID 540267; in the data active = activity change below about -80%; inconclusive = between about -30% and that limit;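 note: parasites exposed to compound for two days anaerobically before the ATP read; % is set by controls: 0 for no effect and ±100 for the full control effect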
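Giardia trophozoites, 100 cells per well, were exposed to compounds for 48 hrs at 37 deg C under anaerobic conditions; viability was then read as ATP content by bioluminescence after 15-30 min at room temperature.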
NPC1 promoter act = activators of NPC1 promoter | Huh7 NPC1 promoter luciferase reporter, 24 h | AID 485313 | 2.4% of 320,000 active | Potency, µM (doses to about 9.22 µM), for the others: top-dose activation, actives largely listed as activators;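 note: potency is the fitted concentration of half-maximal effect; % of control where 0% means no effect; nearly all actives have a fitted effect of over 60% in size; reporter is driven by a mutant NPC1 promoter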
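Readout is luciferase luminescence, reflecting NPC1 promoter activation in stably transfected Huh7 cells after 24 h compound exposure at 37 °C in reduced-serum medium with 10% FBS.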
PKM2 act = increases activity of human pyruvate kinase M2. P14618. purified PKM2, Kinase-Glo ATP luminescence, activation; response scale: 0% is enzyme alone, no compound. Potency, µM (highest dose often 57.5 µM), without a hit: at the top dose activation, usual class: activators. 0.34% of 260,000 active; note: potency is the fitted concentration of half-maximal effect; % is set by controls: 0 for no effect and ±100 for the full control effect; nearly all actives have a fitted effect of over 55% in size
Target sequence (P14618 whole entry, looked up): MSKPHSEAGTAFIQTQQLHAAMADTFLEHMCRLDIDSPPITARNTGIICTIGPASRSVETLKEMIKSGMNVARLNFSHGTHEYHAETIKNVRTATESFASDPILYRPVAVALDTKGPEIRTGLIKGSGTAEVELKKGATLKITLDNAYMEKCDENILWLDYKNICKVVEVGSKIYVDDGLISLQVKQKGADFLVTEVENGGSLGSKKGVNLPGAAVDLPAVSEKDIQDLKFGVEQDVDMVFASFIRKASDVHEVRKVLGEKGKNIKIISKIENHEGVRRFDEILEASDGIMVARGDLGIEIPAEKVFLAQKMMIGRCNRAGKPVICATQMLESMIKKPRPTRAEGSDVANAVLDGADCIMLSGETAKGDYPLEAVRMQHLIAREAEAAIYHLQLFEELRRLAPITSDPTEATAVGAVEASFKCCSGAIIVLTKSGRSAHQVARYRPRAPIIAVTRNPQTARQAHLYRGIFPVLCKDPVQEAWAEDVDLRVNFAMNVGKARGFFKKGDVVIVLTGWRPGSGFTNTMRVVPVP
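ATP formation by purified human PK-M2, quantified via coupled luciferase luminescence after 1 h at room temperature with 0.1 mM ADP and 0.5 mM PEP final.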
ELG1 genotoxic = inducers of genotoxicity in HEK293T ELG1-luciferase cells; 1.3% of 330,000 active; Potency, µM (highest dose often 46 µM), for the others: at the highest dose activity change, positive = activation, actives largely listed as activators; HEK293T ELG1-luciferase reporter, luminescence, 16 h; note: potency is the fitted concentration of half-maximal effect; % of control where 0% means no effect; nearly all actives have a fitted effect of over 60% in size
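Reporter readout depends on ELG1 protein level, which increases with genetic stress. After 16 hr compound exposure at 37 °C, luciferase activity was quantified using ONE-Glo.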
BRCA1 expr act = activators of BRCA1 expression | MCF7-BRCA1-FFLuc reporter, luminescence, 48 h; response scale: scaled: vehicle 0%, 10 µM genistein 100% | Potency, µM (highest dose often 46.1 µM), for inactives: at the highest dose activation, hits mostly activators | 1.1% of 380,000 active; note: potency is the fitted concentration of half-maximal effect; nearly all actives have a fitted effect of over 80% in size; some results filed as inactive show a strong effect at the top dose
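Luminescence from a BRCA1-driven firefly luciferase in MCF7 cells was read after 48 h compound exposure at 37 C. Data normalized against DMSO and a 10microM genistein activation control, then curve-fitted across the titration.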
Menin-MLL TR inh = displaces Texas Red mutant MLL peptide from human menin; AID 1768; Potency, µM (top dose mostly 61.6 µM), without a hit: top-dose FP activity change, negative = inhibition, actives largely listed as inhibitors; Menin + Texas Red MLL mutant peptide, fluorescence polarization; 0.23% of 270,000 active; O00255; active = well fitted inhibition curve with a large enough effect in the polarisation, with a control signal flat, not every such curve was filed as active; inconclusive = small, poorly fitted or top-dose-only effect, or effect the other way, or a change in a side signal; inactive = no such curve, though single readings can be large or run the other way; the % refers to the polarisation; note: potency is the fitted concentration of half-maximal effect; % of control where 0% means no effect; many of its hits are not listed in these tables
Rab9 promoter act = activators of Rab9 promoter | Potency, µM (top dose mostly 9.22 µM), inactives show at the highest dose activation, negative = inhibition, hits mostly activators | AID 485297 | Huh7 Rab9 promoter-luciferase reporter, luminescence, 24 h | 2.8% of 320,000 active; note: potency is the fitted concentration of half-maximal effect; % of control where 0% means no effect; nearly all actives have a fitted effect of over 60% in size
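Cell-based reporter: Huh7 stable for Rab9 promoter-driven luciferase, plated in reduced-serum medium with 10% FBS at 1500 cells/well, compound-treated 24 h at 37 °C, luminescence read after 10 min reagent.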
p53 reactivation = re-activators of mutant p53. H1299 p53-A138V BP100-luciferase reporter, luminescence, 24 h. Potency, µM (titrated, usually from 92.2 µM), for the others: at the top dose activity change, positive = activation, usual class: activators. AID 504706. 0.063% of 320,000 active; note: potency is the fitted concentration of half-maximal effect; % of control where 0% means no effect; nearly all actives have a fitted effect of over 45% in size
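H1299 (p53-null), stable ts p53-A138V + BP100-Luc; 1000 cells/well, Opti-MEM/10% FBS; cpd 4 pt, 1:5; 24 h, 37 deg C, 5% CO2; detection reagent 10 min RT; luminescence.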
RORgamma inh = blocks mouse ROR gamma transcriptional activity; Potency, µM (titrated, usually from 53.6 µM), for inactives: at the top dose activity change, negative = inhibition, most hits filed as inhibitors; AID 2551; Drosophila S2 Gal4-RORgamma UAS-luciferase reporter, 20 h; P51450; 5.4% of 310,000 active; note: potency is the fitted concentration of half-maximal effect; % is set by controls: 0 for no effect and ±100 for the full control effect; nearly all actives have a fitted effect of over 60% in size
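Drosophila Schneider cells stably carrying a metallothionein-driven Gal4 DBD–ROR gamma fusion and a UAS-Photinus luciferase reporter were exposed to compound for 1 hr, then induced with copper sulfate (700 uM final) for 20 hr at ambient temperature before luminescence reading.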
FLuc modulator = counter-screen for miR-21 project: firefly luciferase inhibitors or activators. P08659. purified FLuc, Km substrates, luminescence inhibition. AID 588342. 6.9% of 360,000 active. Potency, µM (titrated, usually from 57.5 µM), for the others: top-dose activity change, negative = inhibition, most hits filed as inhibitors;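 note: potency is the fitted concentration of half-maximal effect; plate controls were vehicle for no effect and reference inhibitor for full effect; nearly all actives have a fitted effect of over 55% in size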
Target sequence (P08659 whole entry, looked up): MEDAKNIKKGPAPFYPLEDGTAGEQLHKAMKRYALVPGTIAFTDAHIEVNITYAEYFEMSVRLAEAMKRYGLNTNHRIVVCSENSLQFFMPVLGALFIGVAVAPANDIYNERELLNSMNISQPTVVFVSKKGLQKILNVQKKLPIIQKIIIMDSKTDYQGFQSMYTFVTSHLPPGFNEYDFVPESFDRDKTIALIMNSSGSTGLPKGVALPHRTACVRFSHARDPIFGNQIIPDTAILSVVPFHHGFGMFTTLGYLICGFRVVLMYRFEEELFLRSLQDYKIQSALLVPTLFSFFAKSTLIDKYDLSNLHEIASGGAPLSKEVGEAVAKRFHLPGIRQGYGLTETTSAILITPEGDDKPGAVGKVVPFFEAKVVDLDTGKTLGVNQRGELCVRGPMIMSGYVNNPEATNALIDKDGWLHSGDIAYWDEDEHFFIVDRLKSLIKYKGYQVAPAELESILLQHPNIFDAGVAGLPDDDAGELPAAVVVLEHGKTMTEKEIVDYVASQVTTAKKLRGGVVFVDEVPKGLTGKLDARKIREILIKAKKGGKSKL
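Purified P. pyralis luciferase, 10 nM final, with Km-level 10 uM D-luciferin and 10 uM ATP in 50 mM Tris acetate pH 7.5, 10 mM Mg acetate, 0.01% Tween-20, 0.05% BSA; 6-point qHTS titration about 60 µM downward; luminescence read.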
The depositor's hits bear a star; ? = inconclusive; nt = no result given; & = joins results of further samples; [ ] = remark or other dose. Unless noted, calls come from the whole dose curve; as a rule, active = well fitted curve in the direction sought with a large enough effect; inconclusive = small, poorly fitted or top-dose-only effect, or another doubt; inactive = no such curve, though single readings can be large; an effect the other way counts as inactive or inconclusive. The list is partial; count on the stated rates, not on these rows.

molecule	VP16 counter	FLuc modulator	Rab9 promoter act	Menin-MLL TR inh	NPC1 promoter act	BRCA1 expr act	PKM2 act	Giardia kill	p53 reactivation	ELG1 genotoxic	RORgamma inh
O=C(NCc1ccncc1)c1cc(C(=O)C2CCCCC2)c[nH]1	0%	-3%	-1%	-15%	-9%	-13%	-2%	9	3%	-2%	30%
CCCCC(=O)OCC(=O)c1[nH]c(C)c(C(C)=O)c1C	26%	11µM*	-3%	-20%	0%	-2%	18%	-6	9%	-3%	8%
CCN1CCCC1CNC(=O)Cn1ncc2c(=O)oc3ccc(C)cc3c21 (centres undefined)	0%	0%	3%	0%	-1%	-4%	?	8	0%	2%	-43%
COc1ccc(C)cc1NC(=O)CN(C)S(=O)(=O)c1cnc[nH]1	1%	1%	-10%	5%	9%	1%	-12%	-11	-7%	1%	5%
C#Cc1cccc(NC(=O)CSc2nnc(-c3ccc(C(F)(F)F)cn3)o2)c1	-1%	-1%	?	nt	?	?	1%	-10	5%	18%	?
O=C(Nc1cccc(O)c1)c1noc2c1CCc1ccccc1-2	1.4µM*	0.48µM*	?	nt	?	?	7%	?	19%	1.2µM*	0.35µM*
O=S(=O)(c1cc(C(F)(F)F)ccc1Cl)N1CCN(c2ncnc3ccccc23)CC1	nt	2%	-31%[inhibitor]	nt	-19%	-54%	nt	25	-8%	0%	nt
COc1ccc(C(F)(F)F)cc1N/C=C/c1nnnn1-c1ccc2ccccc2c1	3%	-1%	-4%	nt	-4%	-17%	0%	-12	0%	-3%	3%
COc1ccc(CNC(=O)c2ccc(Br)o2)cc1	8%&21%	-20%	-4%	6%[94.6 µM]	-3%	26%	1%	9	13%	8%	?
Cc1ccc(-c2csc(N3CCN(CCCn4c(-c5ccncc5)nc5ccccc54)CC3)n2)cc1	-15%	-12%	-9%	-11%	-4%	-72%	-2%	-5	nt	-22%	-30%
CN(C)c1nc(N)nc(CSc2nnnn2C)n1	9%	1%	4%	20%	2%	34%	1%	-14	13%	14%	28%
C=CCC1(O)C(=O)Nc2ccccc21 (centres undefined)	0%[0.365 µM]	5%	2%	-5%	0%	5%	1%	-10	6%	-5%	-16%
Cc1cc(C)n(C(=O)c2cccc(S(=O)(=O)N3CCCCC3)c2)n1	-5%	0%	-3%	nt	-7%	10%	-12%	26	0%	0%	-20%
CC(=O)Nc1ccc(NCC(=O)c2ccccc2)cc1	12%	15µM*	0%	-11%	-2%	-2%	-7%	1	17%	9%	-15%
COc1ccccc1NC(=O)/C=C\c1ccco1	?	24µM*	?	?	?	10%	nt	-2	?	15%	23%
CC(C)CN(C1CCS(=O)(=O)C1)S(=O)(=O)c1ccc(C(C)C)cc1 (centres undefined)	nt	1%	1%	nt	-3%	-8%	nt	9	0%	0%	nt
CCOCCCNC(=O)c1ccccc1OC1CCN(S(C)(=O)=O)CC1	7%	-2%	-2%	1%	0%	5%	0%	3	8%	0%	16%
CC(=O)N1CCc2cc(S(=O)(=O)CCC(=O)N3CCN(c4ccccn4)CC3)ccc21	-12%	-1%	0%	14%	-4%	-3%	0%	-18	-8%	-1%	-13%
Cc1ccc(NC(=O)CNCc2cccs2)c(Br)c1	?	27µM*	19%	0%	30%	?	-8%	7	nt	?	30%
CC(Oc1ccccc1F)C(=O)/C=C/N(C)C (centres undefined)	-1%	0%	-3%	13%	0%	7%	3%	24	28%	2%	-7%
COc1cccc(CNc2nnnn2C)c1	0%	-1%	4%	-28%	-1%	-14%	1%	-17	nt	-24%	27%
CO/N=C(\Cn1ncc(N2CCCC2)c(Br)c1=O)c1ccc(Cl)cc1	-1%	0%	-4%	-8%	3%	-12%	?	0	-1%	-10%	20%
COc1ccnc(CN(C)C(=O)C2CCC(=O)N(Cc3cccc(C(F)(F)F)c3)C2)c1 (centres undefined)	12%	6%	1%	1%	5%	13%	0%	7	2%	-3%	-2%
CC1CCN(C(CNS(=O)(=O)c2ccccc2)c2ccccc2)CC1 (centres undefined)	nt	nt	2%	nt	6%	-9%	nt	12	-6%	0%	nt
COc1ccc(CCN2CCCC(CN(C)Cc3cc(Cl)c(O)c(OC)c3)C2)cc1 (centres undefined)	4%	1%	-1%	-10%	-1%	-3%	-2%	-3	nt	0%	-19%
COCCCNc1nc(=S)[nH]c2cc(OC)c(OC)cc12	3%	7%	-8%	-1%	4%	-22%	-2%	-9	7%	2%	?
O=C(Nc1ccccc1F)Nc1cccc2ccc(O)cc12	5%	17µM*	?	?	19%	-33%	0%	6	16%	0%	5%
O=C(NCCc1ccccc1)C1CC(=O)N(c2ccc3c(c2)OCCO3)C1 (centres undefined)	nt	2%	-3%	nt	-2%	-8%	nt	-1	-3%	1%	nt
Cc1nn(Cc2cccc(C(=O)NN)c2)c(C)c1Cl	-9%	5%	0%	nt	2%	-27%	7%	-22	-2%	-4%	-27%
O=C1CCCC(=O)C1C1c2ccccc2CCN1C(=O)CCl (centres undefined)	-4%	-1%	0%	nt	2%	0%	-6%	-1	1%	-3%	3%
Brc1cccc(CN2CCCCCCC2)c1	1%	0%	0%	-10%	-4%	5%	1%	9	2%	1%	9%
COCCn1cnc2c(c1=O)c1nc3ccccc3nc1n2/N=C/c1cccc(OC)c1	?	-11%	-6%	nt	-14%	-87%[inhibitor]	0%	3	-11%	-3%	-27%
CCOc1ccc(NC(=O)Cn2nnc(-c3ccccc3F)n2)cc1	nt	-2%	-1%	4%	2%	16%	-3%	-6	0%	-3%	2%[0.365 µM]
N#Cc1cccc2c1-c1ccccc1/C2=N/NC(N)=S	5µM*	0%	0%	?	-1%	-67%	nt	4	-6%	-2%	4µM*
Cc1csc(NC(=O)CCn2c(=O)oc3ccc(Cl)cc32)n1	-3%	-17%	-1%	nt	-2%	2%	nt	-5	-7%	-2%	13%
CCOc1ccc(NC(=O)CSc2nc(O)c(C)c(=O)n2-c2ccc(F)cc2)cc1	-4%	2%	3%	11%	2%	-8%	nt	-20	2%	-2%	1%
CCOC1(/N=C(\C)NS(=O)(=O)c2ccc(Cl)cc2)C(C)=CC(=O)C=C1C	-1%	1%	0%	0%	-3%	-13%	1%	-2	0%	-3%	17%
O=S1(=O)CCC(n2nccc2-c2ccccc2)C1 (centres undefined)	-16%	2%	-2%	18%	1%	-11%	nt	-12	3%	-1%	1%
CCc1ccc2oc(C(=O)NC3CCS(=O)(=O)C3)cc(=O)c2c1 (centres undefined)	-1%	-3%	0%	-3%	-4%	-3%	-1%[0.46 µM]	-16	-2%	2%	7%
Cc1cc(N2CCCC2)nc2c(C)cccc12	6%[10 µM]	-16%	-10%	-8%	-8%	2%	0%	11	2%	-3%	0%
COc1ccc(C2C(=O)N(C3CCCCC3)CC(=O)N2C2CCCCC2)cc1 (centres undefined)	10%	-3%&-1%	-5%	-7%	-3%	-11%	5%	2	-3%	-3%	16%
NC(=O)CCS(=O)(=O)CCN1CCCCC1	nt	-2%	-3%	-7%	1%	-55%	1%	-16	?	-2%	?
O=c1[nH]c(C2CCN(S(=O)(=O)c3ccccc3F)CC2)nc2c1nnn2Cc1ccc(F)cc1	10%	1%	-2%	26%	2%	0%	2%	24	-2%	0%	-3%
CCOC(=O)C1CCN(C2CC(=O)N(c3ccc(OCC)cc3)C2=O)CC1 (centres undefined)	?	2%	-1%	-14%	1%	-2%	5%	0	-6%	-2%	?
COc1ccc(NS(=O)(=O)c2ccc3nc(COc4ccc(C#N)cc4)[nH]c3c2)cc1	?	-5%	-1%	?	-2%	-18%	3%	-19	-4%	-2%	-7%
O=C(CSc1nc2ccccc2o1)NCC(=O)c1ccccc1	-1%	7%[2.3 µM]	12%	-3%	2%	15%	0%	-6	-3%	1%	4%
CC(C)CSc1nc2ccccc2n1CC(N)=O	nt	1%	1%	-5%	-2%	-1%	8%	13	-19%	-2%	27%[0.365 µM]
Cc1ccc(Oc2ncc(CN3CC(C)OC(C)C3)s2)cc1 (centres undefined)	0%	-3%	5%	-15%	-3%	-11%	2%	4	2%	-8%	17%
O=C(CSc1nc2[nH]ncc2c(=O)n1-c1ccccc1Cl)N1CCCC1	-4%	6%	-6%	1%	0%	-12%	2%	-16	2%	11%	6%
O=C(NCCc1ccccc1)C(=O)NCC1(c2ccccc2)CCCC1	-4%	6%	5%	17%	-7%	0%[1.84 µM]	5%	-8	2%	-1%	-4%
C#CCN(C(=O)c1ccc(OC)c(OC2CCN(C(C)C)CC2)c1)C1CCCCC1	-10%	0%	-2%	nt	4%	5%	-5%	4	?	-3%	3%
Cc1ccc(S(=O)(=O)NCCNc2ccc([N+](=O)[O-])cc2)cc1	-12%	-2%	-37%[inhibitor]	?	0%	-8%	1%	-18	-16%	-5%	67%
